ROS inducer – raises reactive oxygen species in U2OS cancer cells | U2OS ROS induction, H2DCF-DA fluorescence | ROS induction (% of piperlongumine), % at 10 µM | 2% of 46,000 active | AID 624156; in the data active = ROS induction above about 79%, passing the limit was not always enough; inconclusive = no clear call, values can overlap the other calls;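 also: 0% = DMSO vehicle median and 100% = reference compound median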
* = called active by the depositor; ? = inconclusive. This is a subset; count on the stated rates, not on these rows.

SMILES	ROS inducer
C[C@@H]1CN([C@@H](C)CO)C(=O)c2cc(NC(=O)NC3CCCCC3)ccc2O[C@H]1CN(C)S(=O)(=O)c1cn(C)cn1	1
COc1ccc(OC)c(S(=O)(=O)N(C)CC(=O)N2CCOCC2)c1	-13
COCCOC(=O)N1C(=O)[C@@]2(c3cc(C#CC4(O)CCCCCC4)ccc31)[C@H](C(=O)N1CCN(c3ncccn3)CC1)[C@H]1C(=O)O[C@H](c3ccccc3)[C@H](c3ccccc3)N1[C@@H]2c1ccccc1OCCO	84*
COC(=O)C(CC#Cc1ccc2c(c1)[C@]1(C(=O)N2)[C@H](c2ccc(OCCO)cc2)N2[C@H](c3ccccc3)[C@H](c3ccccc3)OC(=O)[C@H]2[C@@H]1C(=O)NC[C@H](O)c1ccccc1)C(=O)OC	?
COc1ccc(NC(=O)Nc2cccc3c2O[C@H](CN(C)C)[C@@H](C)CN([C@@H](C)CO)C3=O)cc1	-4
O=C(NCc1cccs1)C1CCC(CNS(=O)(=O)c2ccccc2)CC1 (stereo unspecified)	-11
O=C(Cn1ccc([N+](=O)[O-])n1)Nc1cc(Cl)cc(Cl)c1	-14
S=c1nc[nH]c2c1nnn2Cc1ccccc1Cl	27
Cc1ccc(S(=O)(=O)N(C)C[C@H]2Oc3ccc(NC(=O)Cc4cn(C)c5ccccc45)cc3C(=O)N([C@H](C)CO)C[C@@H]2C)cc1	54
C[C@H](CO)N1C[C@H](C)[C@H](CN(C)S(=O)(=O)c2ccc(Cl)cc2)Oc2c(NC(=O)Nc3ccc(F)cc3)cccc2C1=O	?
Cc1cc2c(=O)n(Cc3ccco3)c(SCC(=O)N3CCc4ccccc43)nc2s1	4
Cc1ccc(S(=O)(=O)Nc2ccc3c(c2)CC(=O)N([C@@H](C)CO)C[C@@H](C)[C@@H](CN(C)Cc2ccc(-c4ccccc4)cc2)O3)cc1	5
CS(=O)(=O)c1scc(-c2cccs2)c1C#N	10
C[C@@H]1CCCCO[C@H](CN(C)C)[C@@H](C)CN([C@H](C)CO)C(=O)c2cc(NS(=O)(=O)c3ccc(F)cc3)ccc2O1	93*
C[C@@H]1CN([C@H](C)CO)C(=O)c2cccc(NS(=O)(=O)c3ccc(F)cc3)c2O[C@@H]1CN(C)CC1CC1	4
Cc1noc(C)c1NC(=O)Nc1cccc2c1O[C@H](CN(C)C(=O)Nc1ccc3c(c1)OCO3)[C@H](C)CN([C@@H](C)CO)C2=O	-9
O=C(NCc1ccco1)c1cc2cc(Br)ccc2oc1=O	-6
C[C@H](CO)N1C[C@H](C)[C@H](CN(C)C)Oc2ccc(NC(=O)Nc3ccc(C(F)(F)F)cc3)cc2CC1=O	-17
Cc1cc(C)c(C(=O)Nc2ccc(S(=O)(=O)Nc3cc(C)nc(C)n3)cc2)c(C)c1	-4
N#CC1=C(SCC(=O)Nc2ccccc2)NC(=O)CC1c1ccccc1 (stereo unspecified)	-7
N#CC(=C1SCCCS1)S(=O)(=O)c1cccs1	-15
COc1ccc(S(=O)(=O)N(C)C[C@H]2Oc3ccc(NS(=O)(=O)c4ccc(Cl)cc4)cc3CC(=O)N([C@H](C)CO)C[C@H]2C)cc1	-9
Cc1nnc(SCC(=O)n2c3c(c4ccccc42)CC(C)CC3)s1 (stereo unspecified)	-15
COc1ccc(NC(=O)N(C)C[C@H]2Oc3c(NS(=O)(=O)c4ccc(OC)cc4)cccc3C(=O)N([C@@H](C)CO)C[C@@H]2C)cc1	5
COC(=O)C(CC#Cc1ccc2c(c1)[C@]1(C(=O)N2)[C@H](c2ccc(O)cc2)N2[C@H](c3ccccc3)[C@H](c3ccccc3)OC(=O)[C@H]2[C@@H]1C(=O)N1CCc2cc(OC)c(OC)cc2C1)C(=O)OC	5
COc1ccc([Si](C)(C)[C@H]2[C@H](CCO)O[C@@]3(C(=O)N(Cc4cccc(N5CCCCC5=O)c4)c4ccccc43)[C@@H]2C)cc1	7
COc1ccc(NC(=O)Nc2cccc3c2O[C@@H](CN(C)C)[C@@H](C)CN([C@H](C)CO)C3=O)cc1	-8
CCC1c2ccc(C)n2CCN1C(=O)NC12CC3CC(CC(C3)C1)C2 (stereo unspecified)	5
C=CCn1c(SCC(N)=O)nnc1-c1ccc(Br)cc1	-8
CC(C)[C@@H]1C=C(C(=O)O)O[C@H](OCc2ccc(CO)cc2)C1	6
C/C=C(\C)C(=O)OC(C)(C)C1Cc2cc3ccc(=O)oc3cc2O1 (stereo unspecified)	-3
COc1ccc(/C=C2/C(=O)C(C(C)C)=CCC2C)cc1 (stereo unspecified)	68
CSc1ccccc1NC(=O)CN(c1ccc(Cl)cc1)S(C)(=O)=O	-10
CC(C)NC(=O)Nc1ccc2c(c1)CC(=O)N([C@@H](C)CO)C[C@H](C)[C@H](CN(C)C)O2	8
Cn1c(SCC(=O)NC2CCCCCC2)nnc1-c1ccco1	1
O=c1c2ccccc2c(C=Nc2cccc(C(F)(F)F)c2)c(O)n1-c1ccccc1	4
CCCCC/C=C/C(=O)CCc1ccc(O)c(OC)c1	10
C[C@@H]1CN([C@@H](C)CO)C(=O)c2cc(NC(=O)Nc3cccc4ccccc34)ccc2O[C@H]1CN(C)S(C)(=O)=O	21
NC(=O)c1c(-c2ccc(Cl)cc2)csc1NC(=O)CCCc1ccccc1	26
CCCCn1c(-c2ccccc2)nc(=S)c2c1CCCC2	53
COC(=O)CCCCCCC(=O)N/N=C/c1ccccc1C	5
Cc1noc(C)c1NC(=O)Nc1cccc2c1O[C@@H](CN(C)C(=O)Nc1ccccc1)[C@@H](C)CN([C@@H](C)CO)C2=O	-8
COc1cccc(NC(=O)Cn2cc(C(=O)C(C)(C)C)c3ccccc32)c1	-7
Cc1ccc(CCSc2ccc(Cl)c(Cl)c2)cn1	38
C[C@H](CO)N1C[C@H](C)[C@@H](CN(C)C(=O)NC2CCCCC2)Oc2ccc(NC(=O)Nc3ccc4c(c3)OCO4)cc2C1=O	?
C=CCNC(=O)[C@@H]1[C@H]2C(=O)O[C@H](c3ccccc3)[C@H](c3ccccc3)N2[C@H](c2ccc(OCCO)cc2)[C@@]12C(=O)Nc1ccc(C#CC3=CCCCC3)cc12	74
COc1cc2c(cc1OC)CN(C(=O)[C@H]1[C@@H]3C(=O)O[C@@H](c4ccccc4)[C@@H](c4ccccc4)N3[C@@H](c3ccccc3OCCO)[C@]13C(=O)Nc1ccc(C#CC4(O)CCCCCC4)cc13)CC2	96*
Cc1cc(C(=O)Nc2cccc3c2O[C@H](CN(C)Cc2ccc(Cl)c(Cl)c2)[C@H](C)CN([C@@H](C)CO)C3=O)n(C)n1	6
C=CCOC(=O)[C@H]1[C@@H]2C(=O)O[C@@H](c3ccccc3)[C@@H](c3ccccc3)N2[C@@H](c2ccc(OCCOC(=O)[C@H]3C[C@H]4C(=O)N5CCC[C@H]5C(=O)N4[C@H]3c3cccc(OCCO)c3)cc2)[C@]12C(=O)Nc1ccccc12	?
CN(CC(=O)Nc1ccc(C(=O)O)cc1)S(=O)(=O)c1ccccc1	-9
COc1ccc(C(=O)CC2(O)C(=O)N(Cc3ccc(Cl)c(Cl)c3)c3ccccc32)cc1OC (stereo unspecified)	6
CC(C)(C)C1CCc2c(sc(NC(=O)CSc3nnnn3-c3ccccc3)c2C#N)C1 (stereo unspecified)	-5
CSCCC(C(=O)O)N1C(=O)/C(=C/c2cccnc2)SC1=S (stereo unspecified)	-19
C[C@H](CO)N1C[C@H](C)[C@H](CN(C)C(=O)Nc2ccc(C(F)(F)F)cc2)Oc2ccc(NC(=O)Nc3ccc(F)cc3)cc2CC1=O	13
Cn1c(SCC(=O)c2cccc([N+](=O)[O-])c2)nnc1-c1ccco1	10
C[C@H](CO)N1C[C@H](C)[C@H](CN(C)Cc2ccc(C(=O)Nc3ccccc3N)cc2)Oc2ccc(NC(=O)Nc3ccc(C(F)(F)F)cc3)cc2CC1=O	?
COc1cc(O)cc(OC)c1/C=N/NC(=O)CCCCC(=O)NO	3
COc1ccc(S(=O)(=O)Nc2ccc3c(c2)C(=O)N([C@H](C)CO)C[C@H](C)[C@@H](CN(C)Cc2ccncc2)OCCCC[C@@H](C)O3)cc1	19
C[C@H]1CN([C@@H](C)CO)C(=O)Cc2cc(NS(=O)(=O)c3cccs3)ccc2O[C@H]1CN(C)C	-2
C[C@H](CO)N1C[C@H](C)[C@@H](CN(C)C(=O)NC2CCCCC2)Oc2ccc(NC(=O)Nc3ccc(F)cc3)cc2C1=O	-10
More structures.
SMILES	ROS inducer
COc1ccccc1S(=O)(=O)N(C)C[C@H]1OCc2cn(nn2)CCCC(=O)N([C@@H](C)CO)C[C@@H]1C	20
Cc1c(Cl)cccc1NC(=O)CNC(=O)c1ccco1	-7
O=c1c(Cl)c(N2CCCC2)cnn1-c1ccccc1	1
COc1cccc(NC(=O)N(C)C[C@H]2OCc3cnnn3CCCC(=O)N([C@@H](C)CO)C[C@H]2C)c1	27
C[C@H](CO)N1C[C@H](C)[C@H](CN(C)C(=O)Nc2ccccc2)Oc2ccc(NC(=O)c3ccncc3)cc2C1=O	2
Cc1cc(C(=O)Nc2cccc3c2O[C@@H](CN(C)S(=O)(=O)c2ccc(Cl)cc2)[C@H](C)CN([C@@H](C)CO)C3=O)n(C)n1	-2
COc1ccc(NC(=O)N(C)C[C@H]2Oc3ccc(NS(=O)(=O)c4c(C)noc4C)cc3CC(=O)N([C@@H](C)CO)C[C@@H]2C)cc1	1
COc1ccc(S(=O)(=O)N(C)C[C@@H]2Oc3c(NC(=O)C4CC4)cccc3C(=O)N([C@H](C)CO)C[C@H]2C)cc1	-7
CNC(=S)N1CCc2sccc2C1C (stereo unspecified)	-8
COc1ccc(NC(=O)CSC2=NC(c3ccccc3)CC(=O)N2)cc1Br (stereo unspecified)	17
CC(C)(C)OC(=O)NC1(/C=N/NC(=O)c2ccccn2)CCCC1	-9
C[C@H](CO)N1C[C@H](C)[C@@H](CN(C)S(=O)(=O)c2cccc(C#N)c2)OCc2cn(nn2)CCCC1=O	10
Cn1c(SCC(=O)N2CCN(Cc3ccccc3)CC2)nnc1-c1ccncc1	-14
O=C(C[n+]1ccccc1)c1cc2ccccc2oc1=O	2
N#Cc1c(OCC(F)(F)F)ccc(Br)c1OCC(F)(F)F	-9
N#CCCN(Cc1ccccc1)C(=O)c1ccccc1[N+](=O)[O-]	-10
COc1ccc(S(=O)(=O)N(C)C[C@H]2Oc3c(NC(=O)c4nc5ccccc5s4)cccc3C(=O)N([C@H](C)CO)C[C@@H]2C)cc1	59
COc1ccc(NC(=O)Nc2cccc3c2O[C@@H](CN(C)Cc2ccccc2)[C@H](C)CN([C@H](C)CO)C3=O)cc1	9
C[C@H](CO)N1C[C@H](C)[C@H](CN(C)CC2CCCCC2)Oc2ccc(NC(=O)CCCN(C)C)cc2C1=O	0
Cc1noc(C)c1NC(=O)Nc1ccc2c(c1)CC(=O)N([C@@H](C)CO)C[C@@H](C)[C@@H](CN(C)Cc1ccc(C(F)(F)F)cc1)O2	9
C[C@@H]1CN([C@@H](C)CO)C(=O)c2cc(NC(=O)Cn3cnnn3)ccc2O[C@H]1CN(C)S(=O)(=O)c1ccc(F)cc1	38
C[C@H](CO)N1C[C@H](C)[C@@H](CN(C)CC2CCCCC2)Oc2ccc(NC(=O)Nc3ccc4c(c3)OCO4)cc2C1=O	36
Cc1noc(C)c1NC(=O)Nc1cccc2c1O[C@H](CN(C)CC1CCCCC1)[C@H](C)CN([C@H](C)CO)C2=O	-9
Cc1nn(-c2ccccc2)c(C)c1C(=O)Oc1ccccc1	13
O=C(Nc1ccc(Oc2ccccc2)cc1)C1CCCO1 (stereo unspecified)	41
COC(=O)c1ccccc1NC(=O)CSC1=NC(c2ccccc2)CC(=O)N1 (stereo unspecified)	14
C[C@@H]1CN([C@@H](C)CO)C(=O)CCCn2cc(nn2)CO[C@@H]1CN(C)S(=O)(=O)c1ccccc1C#N	-7
O=C(NCc1cccnc1)c1ccc2c(c1)C(=O)N(Cc1cccnc1)C2=O	-5
Cc1c(NC(=O)CN(c2ccc3c(c2)OCCO3)S(C)(=O)=O)c(=O)n(-c2ccccc2)n1C	-25
C[C@@H]1CN([C@H](C)CO)C(=O)Cc2cc(NC(=O)NC3CCCCC3)ccc2O[C@@H]1CN(C)CC1CCCCC1	18
CNC[C@@H]1Oc2c(NC(=O)C3CC3)cccc2C(=O)N([C@H](C)CO)C[C@H]1C	-10
C[C@H](CO)N1C[C@H](C)[C@H](CN(C)C(=O)Nc2ccc3c(c2)OCO3)Oc2c(NC(=O)Nc3ccc(C(F)(F)F)cc3)cccc2C1=O	23
C[C@H](CO)N1C[C@H](C)[C@H](CN(C)Cc2ccc(Cl)c(Cl)c2)Oc2ccc(NS(C)(=O)=O)cc2C1=O	39
COC(=O)CCCCCCC(=O)N/N=C/c1ccc([N+](=O)[O-])c(O)c1	57

Compound activity as filed in PubChem.
